# Screening results: PubChem, several laboratories
# M5 PAM: human M5 muscarinic receptor positive allosteric modulators, primary screen, CHO-K1 cells, Fluo-8 calcium fluorescence; Muscarinic acetylcholine receptor M5 (Homo sapiens), P08912; CHO-K1 hM5, ACh EC20 PAM; 0% = ACh EC20, 100% = ACh EC100; activation, % at 3 µM; 360,000 tested, 0.3% active;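 active = activation above the run cutoff, the mean activation of all test compounds plus 3 SD, cut at about 18% in these data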
#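 system = human M5 receptor in CHO-K1 cells | compound = one concentration, 3 µM final (nominal) | schedule = Post-acetylcholine fluorescence recording 140 s | signal = Fluo-8 calcium dye fluorescence, kinetic read | benchmarks = low control EC20 acetylcholine (0%), high control EC100 acetylcholine (100%) | repeats = singlicate, one well per test compound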
# M4 PAM: human M4 muscarinic receptor positive allosteric modulators, primary screen, CHO-K1 cells, Fluo-8 calcium fluorescence; CHO-K1 hM4/Gqi5, ACh EC20; 0% = ACh EC20, 100% = maximal ACh; 360,000 tested, 0.4% active; Muscarinic acetylcholine receptor M4 (Homo sapiens), P08173; AID 624126, 2012; activation, % at 3 µM;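 active = activation above its plate's cutoff, the mean activation of sample wells plus 3 SD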; note: some results filed as inactive read as strong as hits
# Target sequence (P08173 whole entry, looked up): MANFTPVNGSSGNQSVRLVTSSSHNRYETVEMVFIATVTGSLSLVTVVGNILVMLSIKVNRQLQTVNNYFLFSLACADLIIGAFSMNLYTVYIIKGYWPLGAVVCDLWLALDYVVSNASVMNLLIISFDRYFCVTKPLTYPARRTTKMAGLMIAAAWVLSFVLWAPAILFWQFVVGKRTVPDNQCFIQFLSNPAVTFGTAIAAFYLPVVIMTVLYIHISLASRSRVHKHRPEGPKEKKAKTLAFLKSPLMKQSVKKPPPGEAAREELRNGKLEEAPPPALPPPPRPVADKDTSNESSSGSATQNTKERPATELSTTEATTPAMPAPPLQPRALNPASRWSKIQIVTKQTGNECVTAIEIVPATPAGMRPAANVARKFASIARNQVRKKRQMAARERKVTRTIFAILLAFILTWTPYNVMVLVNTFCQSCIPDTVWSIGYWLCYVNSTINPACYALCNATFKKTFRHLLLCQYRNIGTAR
# M1 PAM: human M1 muscarinic receptor positive allosteric modulators, primary screen, CHO-K1 cells, Fluo-8 calcium fluorescence, 1536-well. activation, % at 3 µM. 360,000 tested, 0.088% active. AID 588819, 2011. CHO-K1 hM1, ACh EC20; 0% = ACh EC20, 100% = maximal ACh; in the data active = activation above about 19%, passing the limit was not always enough
# Target sequence (P11229 whole entry, looked up): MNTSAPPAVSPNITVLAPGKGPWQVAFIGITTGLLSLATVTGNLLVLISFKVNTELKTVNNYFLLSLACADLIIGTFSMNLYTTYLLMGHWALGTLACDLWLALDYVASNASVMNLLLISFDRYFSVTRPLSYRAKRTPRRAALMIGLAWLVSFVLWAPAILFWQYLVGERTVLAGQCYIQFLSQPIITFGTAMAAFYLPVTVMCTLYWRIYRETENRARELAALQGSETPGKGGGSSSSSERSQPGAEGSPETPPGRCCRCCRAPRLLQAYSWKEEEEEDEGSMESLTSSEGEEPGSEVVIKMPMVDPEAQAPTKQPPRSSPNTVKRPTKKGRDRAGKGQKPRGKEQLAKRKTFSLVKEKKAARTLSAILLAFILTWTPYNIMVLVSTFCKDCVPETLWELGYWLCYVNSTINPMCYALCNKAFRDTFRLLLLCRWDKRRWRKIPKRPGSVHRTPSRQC
# CHRM5 antagonist: human M5 muscarinic receptor antagonists, primary screen, CHO cells, Fluo-8 calcium fluorescence; Muscarinic acetylcholine receptor M5 (Homo sapiens), P08912; CHO-hM5 cells, ACh EC80; inhibition, % at 3 µM; 360,000 tested, 0.59% active;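 active = inhibition above a per-plate cutoff, the mean of that plate's test compounds plus 3 SD, cut at about 27% in these data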;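 note: 0% = acetylcholine EC80 with DMSO and 100% = DMSO without agonist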
# CHRM5 agonist: human M5 muscarinic receptor agonists, primary screen, CHO-K1 cells, Fluo-8 calcium fluorescence | Muscarinic acetylcholine receptor M5 (Homo sapiens), P08912 | CHO-K1 hM5 cells; 0% DMSO wells, 100% maximal acetylcholine response | activation, % at 3 µM | 360,000 tested, 0.19% active | AID 624037, 2012;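 active = activation above the run's mean over test compounds plus 3 SD, cut at about 23% in these data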;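 note: signal is peak over basal fluorescence ratio across the kinetic read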
# CHRM4 antagonist: human M4 muscarinic receptor antagonists, primary screen, CHO cells, Fluo-8 calcium fluorescence; AID 624125, 2012; 360,000 tested, 0.73% active; Muscarinic acetylcholine receptor M4 (Homo sapiens), P08173; inhibition, % at 3 µM; CHO-hM4 cells, ACh EC80;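 active = inhibition above its plate's cutoff, the mean inhibition of sample wells plus 3 SD, cut at about 27% in these data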;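 note: 0% = acetylcholine EC80 with DMSO and 100% = DMSO without agonist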
# CRFR2-BP antag: antagonists of CRF-BP/CRF-R2 complex, primary screen, cell-based, HEK293, calcium dye fluorescence, uHTS; inhibition, % at 11.8 µM; CRF-induced calcium fluorescence; 350,000 tested, 0.59% active;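 active = inhibition of the ligand-induced calcium signal above about 50% at the single tested concentration, limit read from the data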
# CRFR2-BP ag: agonists of CRF-BP/CRF-R2 complex, primary screen, cell-based, HEK293, calcium dye fluorescence, uHTS; CRF-binding protein / CRF receptor 2 complex (human); 350,000 tested, 0.46% active; AID 588473, 2011; activation, % at 13.2 µM; calcium dye fluorescence (FLIPR); percent of saturating CRF peptide response;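 active = activation of at least 50%, plus an integration ratio under a set limit after plate pattern correction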;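 note: plate controls were neutral control wells without compound for no effect and CRF at EC100 for full effect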
# CHRM4 agonist: human M4 muscarinic receptor agonists, primary screen, CHO-K1 cells, Fluo-8 calcium fluorescence | Muscarinic acetylcholine receptor M4 (Homo sapiens), P08173 | CHO-K1 hM4/Gqi5; vehicle 0%, full acetylcholine response 100% | activation, % at 3 µM | 360,000 tested, 0.14% active;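 active = activation above the run mean over all test wells plus 3 SD, cut at about 32% in these data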;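 note: peak over basal fluorescence ratio per well then scaled between controls; 0% = DMSO wells and 100% = acetylcholine at EC100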
# * hit, by the source's call. The order is random, and some 2.6% of all compounds hit somewhere here.
SMILES,M5 PAM,M4 PAM,M1 PAM,CHRM5 antagonist,CHRM5 agonist,CHRM4 antagonist,CRFR2-BP antag,CRFR2-BP ag,CHRM4 agonist
Cc1cccc(COc2coc(CN3CCN(C(=O)c4ccco4)CC3)cc2=O)c1,3.1,1.1,7.5,2.8,2.1,2.1,-4.8,0.0,1.5
CCOC(=O)c1cnc(SCC(=O)Nc2cccc(OC)c2)nc1N,-4.6,-2.4,-9.4,6.2,7.1,8.1,4.6,0.1,7.8
CCCCN1C(=O)C(CC(=O)NCCN2CCOCC2)CC(C(=O)N(C(C)C)C(C)C)=C1C (stereo unspecified),2.9,5.9,8.9,-6.7,1.1,-4.3,-9.2,1.8,1.3
Cc1ccc(N=Cc2cc3c(cc2O)OC(N)=C(C#N)C3c2ccccc2)cc1 (stereo unspecified),-2.2,4.4,7.0,17.5,-1.6,-3.5,8.8,8.5,-1.0
Cc1nn(C(C)(C)C)c(OC(=O)c2cccs2)c1S(=O)(=O)c1ccccc1,-4.5,-3.2,-0.5,7.1,-4.5,-6.3,33.4,10.7,-1.6
COc1ccccc1CNS(=O)(=O)c1ccc(Br)s1,-6.2,-4.5,5.9,6.6,0.3,-6.5,3.5,-1.0,1.1
Cc1cccc(C)c1NC(=O)CN1C(=O)C(C)Oc2ccccc21 (stereo unspecified),-1.0,-1.5,3.1,-1.0,-7.3,-8.2,5.2,1.8,0.6
CCc1ccc(NC(=O)c2noc3c2CCCCC3)cc1,-1.2,5.9,3.2,-12.2,-6.9,-13.9,-45.6,5.2,0.6
Cc1ccc(Sc2cc(C(=O)NCCCN(C)C)c3ccccc3n2)cc1,2.0,-3.5,4.6,-0.3,1.6,-3.1,-2.8,10.7,2.0
Cc1nc2nc(C)c(CCC(=O)NCCC3=CCCCC3)c(C)n2n1,1.8,-6.8,9.5,6.2,-1.2,10.1,22.9,-1.5,0.7
COCCNC(=O)c1c(N)n(/N=C/c2ccc(F)cc2)c2nc3ccccc3nc12,-1.1,-0.5,-1.4,2.7,-2.2,-2.4,-13.3,0.8,0.7
COc1cccc(SCc2noc(C(=O)NCc3ccccc3)c2C(=O)NCc2ccccc2)c1,7.7,-4.0,18.8,0.1,-3.5,21.6,19.9,-0.6,0.9
Cc1ccc2c(=O)n3c(nc2c1)C(Cc1ccc(O)cc1)NC(=O)c1cccnc1-3 (stereo unspecified),0.0,0.3,-4.5,-0.5,1.7,4.8,0.3,-1.1,0.8
COc1cc(C(=O)Nc2ccc3c(c2)CCCN3C(=O)c2ccco2)c([N+](=O)[O-])cc1OC,0.0,4.7,10.1,9.6,1.4,3.8,14.2,-3.3,3.8
COCc1nnc(NC(=O)c2ccc3c(c2)OCO3)s1,9.4,0.3,1.0,-0.5,1.9,5.0,-25.4,-0.6,0.9
COC(=O)c1ccccc1S(=O)(=O)N1CCC(C(=O)N2CCC2)CC1,-1.4,-0.9,-2.7,-1.5,1.0,-1.8,1.9,0.4,2.1
CCc1noc(C)c1C(=O)Nc1cc(S(=O)(=O)N(CC)CC)ccc1N1CCOCC1,-1.4,-1.4,2.8,-6.1,2.2,-0.1,-14.1,-1.0,1.9
COc1cc(C(=O)NCc2cn3ccccc3n2)cc(OC)c1OC,0.1,14.7,14.1,5.3,1.6,-7.2,-26.6,1.4,2.2
CCOC(=O)/C(=C/c1ccc(Cl)cc1)NC(=O)c1ccco1,14.2,23.5*,0.9,-2.1,-4.8,-12.3,11.8,-3.7,1.6
Cc1[nH]ccc(=O)c1OCc1c(Cl)cccc1Cl,-2.9,0.1,7.3,5.0,-1.3,0.1,7.9,-2.4,0.3
O=C(CCN1C(=O)c2ccccc2C1=O)NCc1ccncc1,0.6,1.7,-6.5,-3.5,-4.7,6.8,-5.3,-0.3,1.1
O=C(c1cc([N+](=O)[O-])ccc1N1CCOCC1)N1CCOCC1,4.0,12.4,26.8,-3.6,3.3,-10.0,-8.0,-0.6,4.2
CCOC(=O)c1cc(NC(=O)N(C(C)C)C(C)C)c(C)nc1C,-4.8,14.3,1.1,7.4,1.1,-2.4,13.7,0.1,1.0
COc1ccc(-c2n[nH]c(C)c2-c2cc(OC)ccc2O)cc1,-0.9,2.6,8.0,-0.2,-5.7,-0.8,-2.2,-0.4,4.2
O=C(c1ccc(=O)[nH]c1)N1CCN(S(=O)(=O)c2ccccc2)CC1,-1.9,1.6,7.3,2.4,0.0,-9.2,5.0,-1.6,1.7
CCOc1ccc(NC(=O)Cc2ccccc2)cc1,-2.0,1.6,12.7,7.5,-1.8,-6.2,8.6,-1.0,0.3
Cc1ccc2nc(-c3ccc(NC(=O)Cc4cccs4)cc3)[nH]c2c1,-11.4,-0.1,0.6,8.0,-0.2,2.2,-5.3,0.0,5.3
COC(=O)c1cccc(Cn2nc(C)c([N+](=O)[O-])c2C)c1,-7.4,-3.9,6.0,0.3,0.4,10.9,9.2,-0.3,1.5
O=C1NCCN(Cc2ccc(Cl)c(F)c2)C1CC(=O)N1CCCCO1 (stereo unspecified),-1.8,1.7,10.3,4.6,-4.4,2.3,3.0,-0.1,0.4
COc1ccc(N(C(=O)c2ccco2)C(C(=O)NC2CCCC2)c2ccccc2)cc1 (stereo unspecified),2.9,-1.9,1.1,1.1,-0.9,1.3,-3.0,-0.8,5.8
COc1cccc(C2C(C#N)=C(N)OC3=C2C(=O)CC(c2ccco2)C3)c1OCc1ccc(F)cc1 (stereo unspecified),-0.4,-2.3,-0.8,-1.5,1.1,-0.3,-3.0,-0.4,0.3
CNc1snc(C)c1C(=O)OC(C)C(=O)c1ccc(F)cc1 (stereo unspecified),-3.7,0.7,-4.2,9.0,-2.0,3.0,-8.2,-0.1,10.3
CC(C)CCNC(=O)C(c1ccco1)N(C(=O)Cn1nnc2ccccc21)c1ccc2c(c1)OCO2 (stereo unspecified),2.9,4.3,2.7,-1.2,-0.3,-5.2,6.6,-1.2,-0.5
CS(=O)(=O)N(CC(=O)NC1CCCCCC1)Cc1ccccc1,-0.2,4.8,4.4,-2.3,-1.9,-22.0,8.1,-0.5,1.9
CC1CCCN(C(=S)SCC(=O)O)C1 (stereo unspecified),-4.7,-0.6,7.7,-2.0,0.6,-2.2,22.4,-3.0,0.9
CCOc1ncccc1C(=O)OCCN1C(=O)c2ccccc2C1=O,3.9,-0.4,5.5,-7.5,-8.7,-8.2,4.5,0.0,2.0
CCOC(=O)N1CCN(C(=O)c2ccc3c(SCC(=O)O)c4c(nc3c2)CCC4)CC1,2.7,4.5,4.0,-0.5,0.2,-2.0,-22.2,-2.5,-1.0
Cc1ccc(N2C(=O)CC(Sc3nc(C)cc(C)n3)C2=O)cc1 (stereo unspecified),-4.3,4.2,18.6,2.8,-3.3,-14.2,-1.1,-2.1,0.6
O=C(Nc1ccccc1N1CCOCC1)C1CCN(S(=O)(=O)c2cccc(C(F)(F)F)c2)CC1,-7.8,-3.6,-5.5,3.7,-4.2,-4.9,7.2,-5.3,3.3
CCCCC(=O)Nc1cc(NC(=O)CC)ccc1Cl,-4.9,2.3,11.2,0.9,-1.7,-0.1,7.7,-0.5,0.5

# 5 entries drawn at random from the list so far:
SMILES,M5 PAM,M4 PAM,M1 PAM,CHRM5 antagonist,CHRM5 agonist,CHRM4 antagonist,CRFR2-BP antag,CRFR2-BP ag,CHRM4 agonist
CCOc1ncccc1C(=O)OCCN1C(=O)c2ccccc2C1=O,3.9,-0.4,5.5,-7.5,-8.7,-8.2,4.5,0.0,2.0
Cc1ccc(N2C(=O)CC(Sc3nc(C)cc(C)n3)C2=O)cc1 (stereo unspecified),-4.3,4.2,18.6,2.8,-3.3,-14.2,-1.1,-2.1,0.6
CC(C)CCNC(=O)C(c1ccco1)N(C(=O)Cn1nnc2ccccc21)c1ccc2c(c1)OCO2 (stereo unspecified),2.9,4.3,2.7,-1.2,-0.3,-5.2,6.6,-1.2,-0.5
CCCCC(=O)Nc1cc(NC(=O)CC)ccc1Cl,-4.9,2.3,11.2,0.9,-1.7,-0.1,7.7,-0.5,0.5
COc1cccc(C2C(C#N)=C(N)OC3=C2C(=O)CC(c2ccco2)C3)c1OCc1ccc(F)cc1 (stereo unspecified),-0.4,-2.3,-0.8,-1.5,1.1,-0.3,-3.0,-0.4,0.3

# A draw from above in order of number of heavy atoms, smallest number first:
SMILES,M5 PAM,M4 PAM,M1 PAM,CHRM5 antagonist,CHRM5 agonist,CHRM4 antagonist,CRFR2-BP antag,CRFR2-BP ag,CHRM4 agonist
CC1CCCN(C(=S)SCC(=O)O)C1 (stereo unspecified),-4.7,-0.6,7.7,-2.0,0.6,-2.2,22.4,-3.0,0.9
CCCCC(=O)Nc1cc(NC(=O)CC)ccc1Cl,-4.9,2.3,11.2,0.9,-1.7,-0.1,7.7,-0.5,0.5
CNc1snc(C)c1C(=O)OC(C)C(=O)c1ccc(F)cc1 (stereo unspecified),-3.7,0.7,-4.2,9.0,-2.0,3.0,-8.2,-0.1,10.3
CCOC(=O)N1CCN(C(=O)c2ccc3c(SCC(=O)O)c4c(nc3c2)CCC4)CC1,2.7,4.5,4.0,-0.5,0.2,-2.0,-22.2,-2.5,-1.0
O=C(Nc1ccccc1N1CCOCC1)C1CCN(S(=O)(=O)c2cccc(C(F)(F)F)c2)CC1,-7.8,-3.6,-5.5,3.7,-4.2,-4.9,7.2,-5.3,3.3

# (listing goes on)
SMILES,M5 PAM,M4 PAM,M1 PAM,CHRM5 antagonist,CHRM5 agonist,CHRM4 antagonist,CRFR2-BP antag,CRFR2-BP ag,CHRM4 agonist
O=C(O)c1ccc(Cn2cc(Cl)cn2)cc1,9.2,0.6,0.6,-6.9,0.6,-6.3,-8.8,0.7,0.7
CCc1cccc(C)c1NC(=O)COC(=O)c1cc([N+](=O)[O-])ccc1N1CCOCC1,-0.4,3.9,5.8,13.8,-1.3,-3.8,-2.5,0.4,0.6
O=C(CCC(=O)Nc1ccc(F)cc1)N/N=C/c1ccccc1O,-4.2,1.2,11.9,-1.9,-2.4,5.8,-22.6,-1.8,2.3
Cc1ccccc1Cn1c(CN2CCN(C(=O)c3ccco3)CC2)nc2c1c(=O)n(C)c(=O)n2C,0.8,-2.1,13.9,-3.9,0.2,1.7,5.4,-2.1,0.9
COc1ccc(-n2c(SCC(N)=O)nc3nc4c(cc3c2=O)COC(C)(C)C4)cc1,0.9,11.8,3.7,15.8,-1.7,7.5,-8.6,0.2,0.4
COC(=O)[C@H](CC(C)C)NC(=O)Cn1cnc2c(NCc3ccccc3)ncnc21,-3.0,-0.4,3.4,-2.3,0.9,-16.3,-0.7,-1.7,0.7
CCOC(=O)N1CCN(C(=O)CCc2nc3sc4c(c3c(=O)[nH]2)CCCC4)CC1,-0.1,11.2,14.9,3.9,-0.2,-3.2,2.7,0.2,1.9
Cc1cc(C)c(-c2cc(NC(=O)CSc3n[nH]c(N)n3)n(-c3ccccc3)n2)cc1C,-4.2,-2.1,0.6,6.9,-0.3,9.3,7.5,0.5,-0.2
